ATG4B inh: ATG4B (human) cysteine protease inhibition; Q9Y4P1; inhibition, % at 8.33 µM; 340,000 tested, 0.51% active; ATG4B cleavage of LC3-PLA2, NBD-HPC fluorescence, 1 h; in the data active means inhibition above about 40%
Target sequence (Q9Y4P1 whole entry, looked up): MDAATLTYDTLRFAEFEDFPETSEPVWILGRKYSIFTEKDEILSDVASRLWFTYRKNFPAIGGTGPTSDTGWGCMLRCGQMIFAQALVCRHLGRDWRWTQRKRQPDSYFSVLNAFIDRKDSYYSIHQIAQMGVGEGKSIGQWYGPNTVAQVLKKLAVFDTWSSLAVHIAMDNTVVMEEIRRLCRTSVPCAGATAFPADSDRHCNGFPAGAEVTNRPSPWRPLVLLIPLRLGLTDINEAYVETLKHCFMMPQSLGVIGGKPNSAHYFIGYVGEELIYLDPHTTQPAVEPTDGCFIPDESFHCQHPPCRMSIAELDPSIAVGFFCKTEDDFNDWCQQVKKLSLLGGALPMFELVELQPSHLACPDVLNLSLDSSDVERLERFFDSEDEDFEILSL
hIAP act: increases human intestinal alkaline phosphatase activity; activation factor at 10 µM; 330,000 tested, 0.16% active; purified human IAP, CDP-Star luminescence, 30 min; active compounds read high; 1 = vehicle-only enzyme, 0 = enzyme-free background; P09923; AID 2524;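 active means activation factor of the enzyme at least 2-fold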; further: the source names both 10 and 20 µM as test concentration; values of inactives mirror those of a sister screen read the other way
MPTP inh: inhibitors of mitochondrial permeability transition pore | isolated mouse mitochondria, Ca2+ swelling absorbance, 30 min | inhibition, % at 10 µM | 360,000 tested, 1.4% active;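 active means inhibition of 50% or more, scaled per plate between neutral and stimulator controls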;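 further: 0% = DMSO wells given calcium and 100% = 1 mM EGTA wells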
SENP1 inh: blocks the human SENP1 SUMO protease catalytic domain. inhibition, % at 10 µM. recombinant SENP1 catalytic domain, CyPet-SUMO1-YPet FRET cleavage. AID 624204. 360,000 tested, 0.21% active;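 active means inhibition at least 30% at 10 µM, raw YFP signal under a set limit, fluorescence ratio 0.5 to 1.5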;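 further: 0% = enzyme with DMSO and 100% = no enzyme wells; some results filed as inactive read as strong as hits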
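Assay system – human recombinant His6-tagged SENP1 catalytic domain enzyme · Input – SENP1 enzyme, 20 pM final · Buffer or medium – Tris pH 8 buffer plus EDTA, NaCl, BME, BSA, NP40, catalase · Schedule – 50 min reaction at room temperature · Technique – FRET read of cyan and yellow fluorescence · Control set – no-enzyme wells low, DMSO-plus-enzyme wells high control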
SENP6 block: inhibitors of human SENP6 protease; Q9GZR1; Recombinant SENP6 catalytic domain, aminoluciferin luminescence; inhibition, % at 10 µM; AID 2599; 330,000 tested, 1.8% active;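 active means inhibition above about 50% at the single tested dose, limit read from the data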;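 further: plate controls were DMSO wells with enzyme for no effect and DMSO wells lacking enzyme for full effect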
Target sequence (Q9GZR1 628-1112 limits assumed): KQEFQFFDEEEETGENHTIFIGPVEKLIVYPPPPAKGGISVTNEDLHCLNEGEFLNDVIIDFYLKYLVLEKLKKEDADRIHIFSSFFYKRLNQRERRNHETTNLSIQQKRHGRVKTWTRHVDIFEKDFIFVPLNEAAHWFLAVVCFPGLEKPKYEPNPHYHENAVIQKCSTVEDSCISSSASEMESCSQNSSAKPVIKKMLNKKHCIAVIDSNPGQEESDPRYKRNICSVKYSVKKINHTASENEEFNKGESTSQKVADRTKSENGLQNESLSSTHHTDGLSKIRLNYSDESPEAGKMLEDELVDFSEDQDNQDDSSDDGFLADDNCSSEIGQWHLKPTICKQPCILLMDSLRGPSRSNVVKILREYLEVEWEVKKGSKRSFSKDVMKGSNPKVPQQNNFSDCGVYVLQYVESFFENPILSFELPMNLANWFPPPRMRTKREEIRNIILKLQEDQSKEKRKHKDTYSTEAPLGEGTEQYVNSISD
PfG6PD inh: PfG6PD (Plasmodium falciparum) enzyme inhibition; inhibition, % at 20 µM; PfGluPho enzyme, NADPH resazurin-diaphorase fluorescence; 350,000 tested, 0.78% active;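 active means inhibition reaching at least a set limit at 20 µM in the primary screen, cut at about 59% in these data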;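 further: 0% = DMSO wells with substrate and 100% = DMSO wells lacking glucose-6-phosphate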
GRIN3A LBD mod: NR3A (human) ligand-binding domain modulation. NR3A LBD differential scanning fluorimetry, Tm shift; 0% = protein alone, 100% = glycine-bound protein. Tm shift relative to glycine control, % at 25 µM. 340,000 tested, 2.5% active;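 active means melting temperature shift of at least 10% of the positive control shift, at one fixed dose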
SENP8 inh: blocks human SENP8 cleavage of Nedd8 substrate. 360,000 tested, 0.64% active. inhibition, % at 20 µM. AID 602440. recombinant SENP8, Nedd8 substrate fluorescence; in the data active means inhibition mostly above about 40%, no sharp cut-off; inactive means mostly below about 27%
The depositor's hits bear a star; · = not tested or not shown.

1) COc1ccc(Cl)cc1NC(=O)NCCN1CCCCC1
2) COc1cccc(-c2nnc(NC(=O)C(C)C)o2)c1
3) CC(C)c1cc(C(=O)N2CCCC(N3CCN(c4ccccc4F)CC3)C2)nc(N)n1 (stereo not given)
4) O=C(Cc1ccccc1F)NNC(=O)c1ccncc1
5) CC(C)C[C@@H]1CN=C(N)N1C[C@@H]1CCCN1C[C@@H](C(C)C)N1C[C@@H](Cc2ccccc2)N(CCCC2CCCC2)C1=N
6) CCc1nnc(NC(=O)CN2CCN(Cc3ccc(F)cc3)CC2)s1
7) COC(=O)c1ccc(C(=O)N2CCCC(N3CCN(c4ccccc4)CC3)C2)nc1 (stereo not given)
8) CC/C(=N\NC(=O)c1c(C)nc2ccccn12)c1ccc(Cl)cc1

assay / entry,1,2,3,4,5,6,7,8
ATG4B inh,3,-10,15,0,8,-4,7,2
hIAP act,1.2,0.94,1,1.2,1.2,1.3,1.2,1.1
MPTP inh,0.8,-0.7,1.1,-0.3,1.7,-0.1,0.7,1.1
SENP1 inh,-1,2,1,0,1,1,-1,0
SENP6 block,-2,-12,-4,-4,0,-10,-15,-2
PfG6PD inh,-3,-20,11,-2,-7,2,-16,-8
GRIN3A LBD mod,0,2,2,-2,-2,2,-8,-1
SENP8 inh,19,-2,-12,4,7,14,8,13

9) CNC(=S)NNC(=O)c1sc(-c2cc(C)on2)nc1C
10) C=CCN1C(=O)C(C)(C)N(C(C)=O)c2ccccc21
11) O=C(NCCc1ccccn1)c1nc(Cn2cc([N+](=O)[O-])cn2)no1
12) O=c1c(C=Nc2ccc(Oc3ccccc3)cc2)c[nH]n1-c1cccc(Cl)n1
13) Cc1cc(C)c(S(=O)(=O)N(C)CC(=O)NCC2CCCO2)c(C)c1 (stereo not given)
14) O=C(C1=C[C@@H](C2CCCCC2)C[C@@H](OCc2ccc(CO)cc2)O1)N1CCOCC1
15) CCC(=O)Nc1c(C(=O)N2CCCCCC2)cnn1-c1ccc(C)c(C)c1
16) c1ccc(-c2csc3ncn4cnnc4c23)cc1

assay / entry,9,10,11,12,13,14,15,16
ATG4B inh,-5,-7,-4,-1,0,-7,7,-4
hIAP act,1.1,0.98,0.95,1.3,1.1,0.99,1.2,1.1
MPTP inh,1.6,0.1,0.1,5.0,-2.4,-2.7,-4.8,-1.5
SENP1 inh,4,2,1,-69,1,0,1,1
SENP6 block,-5,-2,-13,9,-39,-15,5,-8
PfG6PD inh,-1,-7,-6,-7,-4,-20,0,3
GRIN3A LBD mod,2,1,0,-3,0,-3,-2,-2
SENP8 inh,-125,5,9,16,-9,11,8,17

17) COc1ccc(N(CC(=O)NC2CCCC2)C(=O)Cn2nnc(-c3ccc(F)cc3)n2)cc1
18) Cc1ccc(N2CC(C(=O)Nc3cccnc3)CC2=O)cc1 (stereo not given)
19) Cn1ccsc1=NC(=O)c1cccc(OC(F)F)c1
20) COc1ccc(S(=O)(=O)N2CCC(C(=O)NCC(c3cccs3)N(C)C)CC2)cc1 (stereo not given)
21) COc1ccc(/C=C/C(=O)c2ccccc2)cc1COc1ccc(F)cc1
22) Cc1nc(SCC(=O)NCC2CCCO2)c2c3c(sc2n1)CCCC3 (stereo not given)
23) Cc1ccc(N(CC2CO2)S(=O)(=O)c2ccc(C)cc2)cc1 (stereo not given)
24) COc1cc(/C=C/C(=O)OCN2C(=O)c3ccccc3C2=O)ccc1OC(F)F

assay / entry,17,18,19,20,21,22,23,24
ATG4B inh,-3,1,8,-11,2,2,-5,-1
hIAP act,0.9,0.85,1.1,0.85,0.91,1,0.96,1
MPTP inh,-0.2,-0.2,-0.9,1.8,0.4,-2.3,-0.2,-2.4
SENP1 inh,1,2,0,-2,-3,-1,1,0
SENP6 block,-8,-16,34,16,-10,-11,-3,-9
PfG6PD inh,-8,-7,-6,-10,9,2,-7,9
GRIN3A LBD mod,1,-1,-2,1,-14,0,2,2
SENP8 inh,14,7,-59,4,-7,13,13,-8

From entry 20 as far as 23, copied from above:
20) COc1ccc(S(=O)(=O)N2CCC(C(=O)NCC(c3cccs3)N(C)C)CC2)cc1 (stereo not given)
21) COc1ccc(/C=C/C(=O)c2ccccc2)cc1COc1ccc(F)cc1
22) Cc1nc(SCC(=O)NCC2CCCO2)c2c3c(sc2n1)CCCC3 (stereo not given)
23) Cc1ccc(N(CC2CO2)S(=O)(=O)c2ccc(C)cc2)cc1 (stereo not given)

assay / entry,20,21,22,23
ATG4B inh,-11,2,2,-5
hIAP act,0.85,0.91,1,0.96
MPTP inh,1.8,0.4,-2.3,-0.2
SENP1 inh,-2,-3,-1,1
SENP6 block,16,-10,-11,-3
PfG6PD inh,-10,9,2,-7
GRIN3A LBD mod,1,-14,0,2
SENP8 inh,4,-7,13,13

Remaining list, next part:
25) c1ccn(-c2ccc(-c3ccn[nH]3)cc2)c1
26) Cc1ccc(NCc2nnc(SCC(=O)O)n2-c2ccc(C)cc2)cc1
27) CCOC(=O)CNC(=O)Cn1cnc2c(cnn2-c2ccc(C)cc2)c1=O
28) O=C(NC1CCCC1)NS(=O)(=O)c1ccccc1Cl
29) O=C(NCC1CCCO1)c1nnc(Cc2ccc(F)cc2)o1 (stereo not given)
30) S=C(NC1CCCC1)NN1CCOCC1
31) C[C@@H]1O[C@@H](OCCC(=O)O)[C@H](O)C[C@H]1O
32) Cc1ccc(NC(NC(=O)c2cccnc2)C(Cl)(Cl)Cl)cc1 (stereo not given)

assay / entry,25,26,27,28,29,30,31,32
ATG4B inh,-8,9,-7,10,-14,-1,4,-10
hIAP act,1.1,1.1,0.85,0.91,0.89,1,1,0.97
MPTP inh,1.3,-0.6,0.2,-0.7,-2.8,1.5,0.4,4.2
SENP1 inh,-1,3,2,-1,2,1,3,0
SENP6 block,17,-29,12,-6,-6,-1,0,7
PfG6PD inh,2,-9,-3,-11,1,-7,-8,12
GRIN3A LBD mod,-13,0,1,1,0,-4,0,-9
SENP8 inh,4,4,13,9,14,-219,20,8

33) C=CCc1ccc(OCCCCOc2ccc(C(=O)O)cc2)c(OC)c1
34) Cc1ccnc(NC(=O)CCNC(=O)c2ccc(Cl)cc2)c1
35) CCOc1ccc(Cc2noc3c2C(=O)CC(C)(C)C3)cc1OCC
36) COc1cccc(C2C3=C(N=C4SCC(=O)N42)c2ccccc2CC3)c1OC (stereo not given)
37) COC1C(O)C(O)C(O)C(O)C1O (stereo not given)
38) Cc1[nH]c2c(Br)cccc2c1[C@H]1[C@@H](CC#N)C1(C)C
39) Nc1c2c(nc3sc4c(c13)CCCC4)-c1ccccc1CC2
40) O=C(NCCc1ccccc1)c1ccc(NC(=O)C2CCCCC2)cc1

assay / entry,33,34,35,36,37,38,39,40
ATG4B inh,-3,5,2,-5,-17,1,33,3
hIAP act,1.1,1.2,0.85,1.1,·,0.91,0.95,·
MPTP inh,-0.5,0.6,10,-4.2,0.8,2.5,9.1,0.6
SENP1 inh,1,3,1,-9,-5,0,-11,5
SENP6 block,-5,-2,-18,2,·,4,92*,·
PfG6PD inh,-29,2,-8,10,10,14,26,5
GRIN3A LBD mod,-2,-5,-1,0,-2,-3,22*,-8
SENP8 inh,10,1,25,-32,31,15,-399,0

41) O=C(NCCC1=CCCCC1)C1CCCN(S(=O)(=O)c2cccnc2)C1 (stereo not given)
42) CSc1nc(NCC(C)O)c2c3c(sc2n1)CN(C)CC3 (stereo not given)
43) COC(=O)c1ccccc1N(C)S(=O)(=O)c1cc2c3c(c1)CCC(=O)N3CCC2
44) CC(=O)NC(Cc1ccccc1F)C(=O)NC1CCN(C(=O)Nc2ccc(C)cc2)CC1 (stereo not given)
45) O=C(Cc1ccccc1Cl)Nc1cccnc1
46) CN(C)S(=O)(=O)c1cccc(NC(=O)c2cc(-c3cccs3)nn2-c2ccccc2)c1
47) O=S(=O)(Nc1ccncc1)c1cc(Cl)c(Cl)cc1Cl
48) COc1ccc(OCCCC(=O)Nc2ccc(N3CCCCC3)cc2)cc1

assay / entry,41,42,43,44,45,46,47,48
ATG4B inh,-3,1,-5,7,-4,8,1,0
hIAP act,1.2,0.93,1,0.95,0.98,0.86,0.98,1.1
MPTP inh,0.4,0.2,-1.1,-1.9,0.8,-0.1,1.8,7.8
SENP1 inh,2,-62,2,1,2,1,3,1
SENP6 block,-6,-1,-12,7,-3,-7,5,-6
PfG6PD inh,4,7,-2,-1,2,4,-7,6
GRIN3A LBD mod,1,0,0,0,-11,-1,0,3
SENP8 inh,18,-326,-3,6,3,-7,4,8

49) COc1ccc(-c2nn(CCC#N)cc2C(=O)Nc2cccc(C(=O)O)c2)cc1[N+](=O)[O-]
50) CCOC(=O)Cn1nnnc1CN(Cc1cccs1)Cc1cc2cc(C)cc(C)c2[nH]c1=O
51) CCOC(=O)Cc1csc(NC(=O)c2ccc(OC)c(OC)c2)n1
52) Cc1cc(C(=O)N2CCN(c3cccc(Cl)c3)CC2)c(C)o1
53) O=C(N/N=C/c1cccnc1)/C(=C\c1cccs1)NC(=O)c1ccccc1
54) O=C(O)CCc1ccc(-c2ccccc2)n1-c1cccc(C(=O)O)c1
55) CCSc1nnc(NC(=O)C2Cc3ccccc3CN2S(=O)(=O)CC)s1 (stereo not given)
56) NS(=O)(=O)c1cccc(NC(=O)COC(=O)c2cc(Cl)ccc2[N+](=O)[O-])c1

assay / entry,49,50,51,52,53,54,55,56
ATG4B inh,0,-26,-2,-10,-7,-4,3,-10
hIAP act,0.91,1.3,0.97,1.1,1,1,0.86,1
MPTP inh,1.7,0.2,-0.8,-2.9,-0.7,-1.1,-1.1,0.9
SENP1 inh,1,-72,1,1,2,-1,-3,2
SENP6 block,-22,-14,-10,3,16,-2,-18,1
PfG6PD inh,-13,7,-13,12,7,3,-3,-13
GRIN3A LBD mod,0,-3,0,-1,-1,-1,-5,-3
SENP8 inh,14,-133,8,15,-11,-19,-19,27

57) Nc1sc(-c2ccccc2)cc1-c1n[nH]c(=S)n1C1CCCCC1
58) N#C/C(=C\c1ccc(N2CCOCC2)o1)C(=O)N1CCOCC1
59) CCCCn1c(N)c(N(CCC(C)C)C(=O)c2ccc(C)o2)c(=O)[nH]c1=O
60) CCC(Sc1nc2ncccc2[nH]1)C(=O)NCCc1ccccc1 (stereo not given)

assay / entry,57,58,59,60
ATG4B inh,-12,-4,5,-8
hIAP act,1.3,1,0.91,0.92
MPTP inh,-3.4,0.9,0.1,-0.9
SENP1 inh,5,-31,-4,-3
SENP6 block,-22,8,-5,-14
PfG6PD inh,13,3,-10,-8
GRIN3A LBD mod,-1,-4,-1,-2
SENP8 inh,-176,21,-14,0

Values in list order from the list.
GRIN3A LBD mod for entries 57 to 60, in order: -1, -4, -1, -2

Screening data as filed in PubChem.
